Assay outcomes (PubChem BioAssay)
Fh CTSL1 inh = blocks F. hepatica cathepsin L1 in PFM18AAP counter-screen. recombinant F. hepatica cathepsin L1, Z-Leu-Arg-MCA fluorescence. inhibition, % at 5.96 µM. hit rate 0.49% among 300,000. AID 1906;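 active means inhibition above the mean of all tested compounds plus 3 SD, set per screening campaign, cut at about 17% in these data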;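 further: 0% = plate median of test compound wells and 100% = 1 µM Z-Phe-Ala-diazomethylketone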
HCV core dimer = HCV core protein dimerization inhibition; TR-FRET GST/Flag-core106 dimerization, 1536-well; inhibition, % at 5 µM; hit rate 0.33% among 300,000; AID 1899;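 active means inhibition above the mean of all tested compounds plus 3 SD, set per screening campaign, cut at about 45% in these data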
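test system = GST/Flag-tagged HCV core106 proteins | probe or stimulus = Eu donor and XL665 acceptor anti-tag antibodies | times = compound-protein-antibody incubation 4 h at 22.5 °C | signal = TR-FRET, excitation 340 nm, emission 617 and 671 nm | measure = percent inhibition of core106 dimerization signal | controls = wells lacking GST-core106 and wells with excess unlabelled core106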
Efflux pump mplx = inhibitors of Candida antifungal efflux pumps expressed in yeast; S. cerevisiae Candida pump triplex, Nile Red efflux; inhibition, % at 10 µM; hit rate 0.44% among 330,000; AID 485275;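 active means plate passing quality check with inhibition over a set limit, or well fluorescence over plate mean plus 4 SD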;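 further: Nile Red retained in pooled yeast measured as flow cytometry median fluorescence; 0% = buffer negative control and 100% = Enniatin B positive control; higher means more Nile Red kept so more efflux inhibition; some compounds called inactive have numbers as strong as hits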
TPT1 inh = blocks Candida albicans tRNA 2'-phosphotransferase. AID 1962. recombinant caTPT1, FP RNA substrate dephosphorylation. hit rate 0.81% among 300,000. inhibition, % at 5 µM;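 active means inhibition above the mean of all tested compounds plus 3 SD, set per screening campaign, cut at about 24% in these data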;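 further: plate controls were DMSO alone for no effect and ferristatin control at 100 nM for full effect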
PP1 inh = PP1-alpha (human) inhibition in PP5 counter-screen. purified PP1alpha, OMFP fluorescence. inhibition, % at 6.7 µM. P62136. hit rate 0.9% among 320,000. AID 2235;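 active means inhibition above the mean inhibition of all tested compounds plus 3 SD, computed separately for each screening campaign, cut at about 15% in these data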
Target sequence (P62136 whole entry, looked up): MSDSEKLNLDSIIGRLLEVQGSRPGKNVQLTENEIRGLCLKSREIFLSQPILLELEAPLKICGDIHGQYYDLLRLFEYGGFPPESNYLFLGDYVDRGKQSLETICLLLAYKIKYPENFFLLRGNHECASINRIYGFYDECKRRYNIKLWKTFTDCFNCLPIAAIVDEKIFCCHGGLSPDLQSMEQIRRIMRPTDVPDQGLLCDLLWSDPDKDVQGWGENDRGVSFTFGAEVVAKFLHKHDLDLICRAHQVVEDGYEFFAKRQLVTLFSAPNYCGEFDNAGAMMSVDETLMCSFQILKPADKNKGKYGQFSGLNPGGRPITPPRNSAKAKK
EBNA-1 inhibitor = blocks EBNA-1 binding to DNA; EBNA-1 DNA binding, fluorescence polarization; inhibition, % at 14.8 µM; AID 1950; hit rate 0.34% among 300,000; in the data active means inhibition above about 28%
PREPL inhibitor = inhibitors of human prolyl oligopeptidase-like enzyme PREPL; Q4J6C6; recombinant PREPL, fluorescence polarization activity-based probe; inhibition, % at 5.96 µM; hit rate 0.68% among 320,000; AID 2751; in the data active means inhibition above about 43%;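 further: 0% = enzyme with DMSO and 100% = wells lacking enzyme; many of its hits are not listed in these tables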
PP5 primary = PP5 (human) phosphatase inhibition. P53041. purified PP5c, OMFP substrate fluorescence. inhibition, % at 6.7 µM. hit rate 0.18% among 320,000. AID 1987;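 active means inhibition above the campaign's mean inhibition across all tested compounds plus 3 SD, cut at about 9.5% in these data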;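 further: 0% = DMSO only and 100% = 100 µM cantharidin control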
Target sequence (P53041 whole entry, looked up): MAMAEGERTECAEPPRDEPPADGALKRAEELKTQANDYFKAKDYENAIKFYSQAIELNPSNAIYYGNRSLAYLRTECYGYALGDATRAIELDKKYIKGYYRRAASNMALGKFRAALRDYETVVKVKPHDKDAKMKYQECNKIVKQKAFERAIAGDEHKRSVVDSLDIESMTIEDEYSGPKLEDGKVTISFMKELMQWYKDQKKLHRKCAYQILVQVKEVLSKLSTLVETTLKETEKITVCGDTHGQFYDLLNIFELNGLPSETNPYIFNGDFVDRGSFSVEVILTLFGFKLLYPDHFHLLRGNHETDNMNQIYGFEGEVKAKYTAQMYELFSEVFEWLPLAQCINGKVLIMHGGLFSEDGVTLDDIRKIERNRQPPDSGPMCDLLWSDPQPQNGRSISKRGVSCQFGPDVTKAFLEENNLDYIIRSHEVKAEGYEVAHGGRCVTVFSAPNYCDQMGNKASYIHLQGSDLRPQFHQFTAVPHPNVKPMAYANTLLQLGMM
ZTA DNA inh = ZTA (EBV) inhibition in EBNA-1 counter-screen; AID 2234; inhibition, % at 11 µM; hit rate 0.15% among 320,000; ZTA-DNA binding, fluorescence polarization; in the data active means inhibition above about 33%
Target sequence (P03206 whole entry, looked up): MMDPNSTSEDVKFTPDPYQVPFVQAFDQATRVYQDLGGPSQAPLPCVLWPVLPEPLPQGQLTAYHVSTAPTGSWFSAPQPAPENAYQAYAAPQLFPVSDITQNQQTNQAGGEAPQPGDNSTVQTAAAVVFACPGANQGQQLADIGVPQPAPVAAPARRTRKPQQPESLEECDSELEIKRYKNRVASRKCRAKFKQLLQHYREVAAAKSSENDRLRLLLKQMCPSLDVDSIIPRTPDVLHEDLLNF
The depositor's hits bear a star; · = not tested or not shown.

Sample of the layout (three entries):
SMILES	Fh CTSL1 inh	HCV core dimer	Efflux pump mplx	TPT1 inh	PP1 inh	EBNA-1 inhibitor	PREPL inhibitor	PP5 primary	ZTA DNA inh
CC1(C)CC(=O)C=C(Nc2ccc(Br)cn2)C1	-1.1	1.7	0.0	-0.3	-0.7	9.2	7.7	1.6	-10.8
CCOc1ccc(C(=O)NCc2ccco2)cc1	-7.3	1.3	1.2*	3.5	-1.2	-8.9	14.9	5.3	5.5
O=C(O)COCC(=O)NCc1nc(-c2ccc(C(F)(F)F)cc2)no1	2.3	8.8	0.0	-1.1	-3.8	12.7	10.5	0.5	14.4

Main list (from the top)
SMILES	Fh CTSL1 inh	HCV core dimer	Efflux pump mplx	TPT1 inh	PP1 inh	EBNA-1 inhibitor	PREPL inhibitor	PP5 primary	ZTA DNA inh
CC1(C)CC(=O)C=C(Nc2ccc(Br)cn2)C1	-1.1	1.7	0.0	-0.3	-0.7	9.2	7.7	1.6	-10.8
CCOc1ccc(C(=O)NCc2ccco2)cc1	-7.3	1.3	1.2*	3.5	-1.2	-8.9	14.9	5.3	5.5
O=C(O)COCC(=O)NCc1nc(-c2ccc(C(F)(F)F)cc2)no1	2.3	8.8	0.0	-1.1	-3.8	12.7	10.5	0.5	14.4
Cc1ccccc1CN1CCN(S(=O)(=O)c2ccc(Cl)s2)CC1	4.4	6.8	0.0	-1.4	-2.2	11.5	0.9	0.4	11.2
O=C(Nc1cccnc1)c1ccc(CN2CCc3ccccc3C2)cc1	0.8	-4.7	-0.4	5.9	-6.5	-11.3	-16.1	3.8	8.9
CCOc1ccc(-c2noc(CCCC(N)=O)n2)cc1OC	-0.2	-3.2	0.0	-0.6	2.3	3.6	3.6	0.6	14.9
O=C(N/N=C/c1ccc(N2CCOCC2)cc1)c1ccc(O)cc1	2.8	-3.9	0.3	15.5	-8.2	-8.2	6.8	-0.9	-1.4
CN1C(=O)[C@@H]2[C@H](C1=O)[C@@H]1C(=O)Nc3ccccc3C(=O)N1[C@@H]2c1ccc(F)cc1	-0.7	-15.1	-0.2	-4.7	1.6	4.3	0.0	-0.9	-9.6
NCc1cccc(-n2cccn2)c1	-1.9	-5.4	-0.1	-0.3	-2.1	-6.0	2.1	-0.1	-20.5
Cc1cccc(C(=O)NC(C)C(=O)NC(c2nc3ccccc3[nH]2)C(C)C)c1 (centres undefined)	·	·	-0.1	·	-4.5	·	-6.9	-0.3	-4.1
O=C(O)CSCCn1cccn1	6.8	-0.2	-0.3	-1.8	-9.4	-0.4	3.7	8.2	2.7
COc1ccc(-c2noc(CCCC(=O)NCCc3ccccc3)n2)cc1OC	-0.6	-8.8	-0.1	-1.3	-1.7	3.5	-52.2	3.1	10.6
COc1ccccc1/C=C\C(=O)NCC(=O)N/N=C/c1cccc(OC)c1O	2.2	0.9	0.0	-2.6	4.4	4.9	2.8	0.0	3.3
O=C(c1cccnc1)N1CCN(S(=O)(=O)c2ccc(S(=O)(=O)N3CCCC3)cc2)CC1	13.2	3.5	0.1	-3.7	1.7	-0.5	12.9	-0.6	-2.6
CCc1ccc(S(=O)(=O)Nc2ccc(N3CCN(C)CC3)cc2)cc1	-2.5	0.4	-0.1	-1.4	0.1	-1.5	5.4	-1.7	8.1
CCOC(=O)C(C)/C(C)=N/NC(=O)c1cc2ccccc2cc1O (centres undefined)	3.0	5.1	-0.5	9.7	8.0	-1.7	9.3	1.4	-1.9
COC(=O)CN(c1nc(C)c(Br)c(OC)n1)S(=O)(=O)c1ccc(C)cc1	4.1	-2.3	0.1	-2.5	0.7	7.0	2.5	2.3	-3.4
Cc1cc(C(C)(C)C)oc1C(=O)N(CC(=O)NC1CCCC1)Cc1ccccc1	-2.0	9.7	0.2	-1.4	7.4	-9.7	7.4	3.1	-3.0
COc1ccc(C)cc1NC(=O)C1CCCN(S(=O)(=O)c2cccnc2)C1 (centres undefined)	-1.2	3.9	0.0	-0.2	-2.9	2.9	1.6	-0.4	2.4
O=C(CCN1c2ccccc2Sc2ccccc21)OCc1nnc(-c2ccccc2)o1	-3.6	-0.9	-0.1	-0.2	0.7	4.2	7.5	3.6	-5.8
CN1CCN(C(=O)c2cc([N+](=O)[O-])ccc2Cl)CC1	2.5	3.9	0.0	-0.9	-1.2	9.3	-16.0	-0.7	-2.6
COC(=O)CSc1ccc2nnc(CCNS(=O)(=O)c3ccc(C)cc3)n2n1	0.1	-3.0	0.0	2.4	-2.8	-3.5	1.4	0.0	5.3
COc1cc(N2CCOCC2)ccc1C=C(C#N)C#N	-6.7	6.0	0.3	16.8	0.3	-15.0	10.9	-1.6	3.4
COCCCNC(=O)CN(c1cccc(Cl)c1C)S(C)(=O)=O	3.2	-6.3	0.0	0.6	-1.4	7.2	5.5	-0.8	2.8
COc1ccc(NC(=O)c2c3c(nc4ccccc24)CCC3)cc1S(=O)(=O)N1CCOCC1	-0.9	77.8*	-0.1	2.7	13.5	0.7	2.6	1.4	-10.7
Nc1ncc2c(n1)-c1ccccc1CC2	-1.0	-4.8	-0.1	-5.3	1.6	1.5	19.0	0.3	-11.5
COC(=O)C1C(=O)C2=C(CC1C)NC(=O)CC2c1cccc(C)c1 (centres undefined)	2.4	-4.2	0.0	5.8	-0.9	7.8	9.0	2.0	-7.2
O=C(CSc1ncn[nH]1)NC1CC2CCC1C2 (centres undefined)	0.3	2.8	0.1	4.1	0.0	-11.0	6.5	1.6	19.0
O=C(CCc1nc(-c2ccccc2)no1)N1CCCC1	3.3	13.9	0.1	3.0	0.3	-11.1	4.2	3.7	12.4
CCCCNCCOCCOc1ccc(C)cc1Br	-3.2	-10.1	0.0	-3.3	1.1	-8.3	7.3	-1.0	-6.6
O=c1c2ccc(Cl)cc2nc(-c2cccc(C(F)(F)F)c2)n1O	0.6	-4.8	-0.2	-6.8	16.4*	10.8	9.1	2.9	2.2
COc1ccc(NC(=O)[C@@]2(CC(=O)O)CC(/C=C/c3ccccc3)=NO2)cc1	4.7	-7.2	0.1	-2.3	-0.5	1.6	9.2	0.8	-10.6
O=C(N/N=C\c1ccccn1)c1ccccc1O	-2.3	-0.2	0.0	2.1	-2.8	5.2	-0.2	-1.5	-2.9
CC(C)C(C)NC(=O)COc1ncnc2sccc12 (centres undefined)	-1.1	-2.4	-0.1	3.6	-0.5	7.8	0.2	0.9	8.4
CCn1nnc(NC(=O)C(c2ccccc2)c2ccccc2)n1	7.1	0.6	0.1	1.3	2.0	-5.0	17.8	-1.3	-4.7
NNC(=O)c1sccc1OCc1cccc(C(F)(F)F)c1	0.6	4.0	-0.2	-4.7	1.5	4.1	-0.8	-0.8	-5.2
CCC1(CC)NC(=O)N(CC(=O)OCC(=O)NC(=O)c2ccccc2OC)C1=O	-26.6	1.7	0.0	1.3	-4.6	2.5	5.9	1.5	-5.7
CCn1cc(C(=O)NCc2cccnc2)c2cc(OC)c(OC)cc2c1=O	3.1	-1.0	-0.1	-7.5	5.0	-9.7	13.8	3.5	-22.9
NC(=O)CSc1cn(Cc2cccc(F)c2)c2ccccc12	-2.1	1.1	-0.1	-2.0	-4.0	16.6	11.0	0.8	12.2
Cc1ccc(NC(=O)COC(=O)CCC(=O)c2cccs2)cc1S(=O)(=O)N1CCOCC1	-17.2	-0.2	-0.1	-2.4	-3.3	9.3	16.3	4.4	2.1
COc1ccc(CC(=O)NC2CCCCCC2)c(OC)c1	-0.5	0.8	-0.1	-0.6	-0.3	-4.7	15.9	0.7	-4.4
O=C(O)c1cc(N2C(=O)C3CCCCC3C2=O)ccc1NCc1cccnc1 (centres undefined)	-3.6	-7.2	0.3	-2.1	-4.3	-16.8	7.3	1.9	2.4
Nc1sc(-c2ccccc2)cc1C(=O)N/N=C/c1ccc(Cl)cc1	2.5	-1.1	0.1	-1.9	1.6	-11.4	32.7	3.3	-5.9
Clc1ccc(N=c2ssnc2Cl)nc1	7.6	-15.1	-0.1	-0.8	-2.0	2.0	0.8	2.0	-8.2
O=C(CCCCCNC(=O)N1CCn2c1nc1ccccc12)N[C@H](Cc1ccccc1)C(=O)O	-3.1	0.7	0.1	1.7	-7.6	-2.7	1.5	1.7	-6.7
COc1ccc(-n2c(N)c(C(=O)NCC3CCCO3)c3nc4ccccc4nc32)c(OC)c1 (centres undefined)	6.7	1.6	-0.1	-0.3	0.0	3.2	14.9	4.8	3.4
COc1ccccc1CO/N=C/c1cccn1-c1nccc(N(C)C)c1C#N	-0.1	-1.8	0.1	0.1	0.1	-5.2	1.3	2.1	7.7
CCOC(=O)C(Oc1ccc2c(-c3ccc(OC)cc3)cc(=O)oc2c1C)c1ccccc1 (centres undefined)	-2.4	4.3	0.3	1.4	4.5	-3.0	13.2	3.9	6.0
FC(F)(F)c1cc(-c2cccs2)nc(-n2cc(Cl)cn2)n1	2.6	5.3	0.0	2.7	5.1	-9.7	5.7	7.8	3.4
CC1=NN(c2ccc(C)cc2C)C(=O)C1C(c1ccccc1)C1C(=O)N(c2ccc(C)cc2C)N=C1C (centres undefined)	-7.7	14.1	0.1	-4.4	-2.0	9.6	-1.5	-1.0	1.8
Next entries follow.
SMILES	Fh CTSL1 inh	HCV core dimer	Efflux pump mplx	TPT1 inh	PP1 inh	EBNA-1 inhibitor	PREPL inhibitor	PP5 primary	ZTA DNA inh
N#CC1(c2nc3ccccc3[nH]2)CC1c1ccc2c(c1)OCO2 (centres undefined)	1.3	3.4	0.0	0.0	0.6	12.2	3.3	-0.9	10.1
CC1CCCC(NC(=O)CSc2nnc(C(F)(F)F)n2C)C1C (centres undefined)	·	·	-0.1	·	-0.8	·	3.2	-1.4	3.0
CCOC(=O)c1cn(CC(=O)Nc2cccc(F)c2)nn1	-4.5	-6.3	-0.1	-1.6	1.0	-12.7	-1.0	0.0	-20.8
O=C(CO)N/N=C/c1ccccc1F	2.3	1.3	0.0	1.3	2.5	-15.1	19.9	1.2	-6.8
O=C(CN1CCN(S(=O)(=O)c2ccc(Cl)cc2)CC1)NC1CC1	-3.9	-10.4	0.1	1.8	-2.8	-5.1	4.7	2.0	-6.1
O=C(O)C1CCCCC1C(=O)N1CCN(S(=O)(=O)c2ccc(F)cc2)CC1 (centres undefined)	2.1	-1.0	-0.3	0.1	-2.1	-8.1	-7.0	0.6	11.4
COCCCNC(=S)Nc1ccc(CC(=O)O)cc1	1.7	-11.7	-0.2	-3.6	1.1	10.6	14.8	-0.9	-0.7
O=C(COc1coc(CN2CCN(c3ccccc3)CC2)cc1=O)Nc1ccccc1	-2.8	-5.9	-0.1	-2.4	-8.1	-10.9	15.8	1.1	-2.4
COc1ccc(COC(=O)NC(C(=O)O)c2ccccc2)cc1 (centres undefined)	0.1	-10.8	0.0	-1.8	6.2	-9.2	4.5	-9.5	-5.1
CCOc1ccccc1-c1cc(C(=O)N/N=C/c2ccc(O)c(OC)c2)c2ccccc2n1	0.1	4.1	0.1	-0.3	0.1	5.9	2.9	4.8	-6.0
CCCCOC(=O)CCN1C(=O)/C(=C2\SC(=S)N(CCC(=O)OCCCC)C2=O)SC1=S	2.3	-5.3	0.3	4.0	-0.9	-2.8	-1.5	-2.3	17.4
CCc1ccccc1OCC(=O)Nc1ccc(S(N)(=O)=O)cc1	-0.3	-0.2	0.1	0.8	-2.4	5.3	-11.4	-2.2	-1.1
O=C(c1cc2c(s1)CCCC2)N1CCN(C(=O)C2CCCO2)CC1 (centres undefined)	-0.5	2.4	0.3	1.5	0.9	-9.9	19.1	2.6	-3.8
Cc1noc(C)c1COc1ccccc1C(=O)NNC(=O)c1ccc(F)cc1	·	·	0.0	·	1.2	·	-4.2	0.0	-14.5

Some of the compounds tested. The share of hits here may be higher or lower than overall.
